E-sel inducer = E-selectin induction in HUVECs, primary screen, imaging, HUVEC, immunofluorescence imaging, single point | activation, % at 7.58 µM | normalized: neutral wells 0, TNF-alpha wells 100 | AID 686992, 2013 | P16581 | actives 0.37% (n = 260,000);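 active = mean E-selectin-positive cell signal at least 10% of the positive control, reached in at least 60% of replicates, without over 20% cell loss; inconclusive = no rule given, readout overlaps actives, possibly toxicity-flagged; inactive = the rest, including those meeting only one limit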;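 also: in these data hits start at about 27%; measured in HUVEC primary endothelial cells; signal is the percent of cells scored E-selectin positive by PE staining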
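System: HUVEC / Compound: single concentration / Signal: immunofluorescence imaging / Read-out: percent E-selectin-positive cells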
ERp5 block = inhibitors of ERp5-driven insulin aggregation, primary screen, biochemical, turbidity, absorbance 650 nm, single point; Protein disulfide-isomerase A6 (Homo sapiens), Q15084; 90 min; inhibition, % at 9.99 µM; actives 0.05% (n = 350,000); AID 651711, 2012;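 active = mean replicate inhibition above about 25%, with every replicate also reaching it, limit read from the data, passing the limit was not always enough; inconclusive = only one of those two criteria met; inactive = neither criterion met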
Target sequence (Q15084 whole entry, looked up): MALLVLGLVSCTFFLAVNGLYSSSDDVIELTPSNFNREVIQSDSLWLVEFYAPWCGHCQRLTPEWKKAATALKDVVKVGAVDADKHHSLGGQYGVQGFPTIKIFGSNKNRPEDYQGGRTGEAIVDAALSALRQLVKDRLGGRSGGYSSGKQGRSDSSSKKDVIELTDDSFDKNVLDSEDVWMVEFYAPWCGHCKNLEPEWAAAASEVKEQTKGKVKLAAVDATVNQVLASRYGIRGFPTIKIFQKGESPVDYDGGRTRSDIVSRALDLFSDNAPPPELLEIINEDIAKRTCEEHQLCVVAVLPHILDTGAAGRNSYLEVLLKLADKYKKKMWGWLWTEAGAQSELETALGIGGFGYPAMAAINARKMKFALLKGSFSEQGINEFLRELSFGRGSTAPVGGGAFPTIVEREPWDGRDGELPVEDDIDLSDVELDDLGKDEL
ERAP1 HTS inh = human ERAP1 aminopeptidase inhibitors, primary screen, biochemical, single point, plate reader. inhibition, % at 10.7 µM. AID 652197, 2013. recombinant ERAP1, Leu-AMC fluorescence, 60 min. actives 0.15% (n = 340,000). Endoplasmic reticulum aminopeptidase 1 (Homo sapiens), Q9NZ08;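 active = mean replicate inhibition of at least 30%, or all replicates individually reaching that 30% level; inactive = mean below 30% and not every replicate reaching it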;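 also: 0% = neutral control wells and 100% = L-leucinethiol positive control wells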
RAD54 branch = inhibitors of human RAD54 branch migration, primary screen, biochemical, fluorescence, single point | RAD54 Holliday junction branch migration, FAM/BHQ fluorescence | inhibition, % at 10.4 µM | actives 0.14% (n = 360,000) | AID 602329, 2012;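 active = mean normalized replicate activity at least 40 and at least half of replicates scoring 40 or more; inconclusive = only one of the two criteria met; inactive = mean below 40 and under half of replicates reaching 40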;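 also: 0% = median of neutral control wells and 100% = median of positive control wells; inhibitors cause a drop in the FAM fluorescence signal; in these data hits start at about 50%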
XiGFP reactiv = activators of inactive X chromosome reactivation, primary screen, imaging, XiGFP fibroblasts, GFP high-content imaging, set 2; actives 0.055% (n = 360,000); AID 743238, 2013; XiGFP mouse fibroblasts, % GFP-positive cells imaging, 3 d; cells co-treated with 5-aza-dC sensitizer; scaled so ellipticine positive control = 100%; activation, % at 7.58 µM;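 active = mean normalized replicate activation at least 10% and every replicate at or above 10%; inconclusive = only one of the two criteria met; inactive = mean below 10% and not all replicates reach 10%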;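 also: 0% = median of on-plate neutral control wells and 100% = ellipticine 6 µM median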
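Material: XiGFP fibroblasts, SV40-immortalized; Buffer or medium: DMEM containing 5-aza-dC; Compound dosing: single point; Times: 3 days compound exposure.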
RAD52 anneal inh = RAD52 DNA annealing inhibitors, primary screen, biochemical, FRET, single point, set 2. recombinant RAD52 DNA annealing, FRET fluorescence. DNA repair protein RAD52 homolog (Homo sapiens), P43351. inhibition, % at 18.7 µM. actives 0.46% (n = 360,000);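 active = every replicate showing at least 50% inhibition; inconclusive = mean inhibition at least 50% but not in every replicate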
Target sequence (P43351 whole entry, looked up): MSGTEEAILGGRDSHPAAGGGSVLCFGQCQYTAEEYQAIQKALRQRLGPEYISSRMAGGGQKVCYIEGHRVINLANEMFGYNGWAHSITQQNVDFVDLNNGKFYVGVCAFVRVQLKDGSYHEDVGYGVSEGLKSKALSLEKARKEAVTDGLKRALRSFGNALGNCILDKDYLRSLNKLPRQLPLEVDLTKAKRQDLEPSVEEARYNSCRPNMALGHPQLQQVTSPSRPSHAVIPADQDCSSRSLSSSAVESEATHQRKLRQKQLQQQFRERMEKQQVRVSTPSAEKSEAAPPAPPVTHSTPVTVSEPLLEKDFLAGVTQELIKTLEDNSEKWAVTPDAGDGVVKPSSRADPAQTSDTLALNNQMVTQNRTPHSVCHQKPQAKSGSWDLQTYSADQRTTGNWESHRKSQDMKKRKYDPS
esBAF inh = Bmi1 luciferase reporter increase in mESCs, primary screen, esBAF inhibitor project, mouse ES cells, Bmi1 luciferase knock-in, single point; actives 2% (n = 350,000); AID 602393, 2012; 24 h; 100% = twice the neutral-well signal; reporter increase, % at 12.5 µM; in the data active = activation above about 40%; inconclusive = no clear call, values can overlap the other calls;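 also: 0% = median of the plate's neutral control wells and 100% = double that signal; a rise in the Bmi1 reporter signal indicates esBAF inhibition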
S100A4 inh HTS = inhibitors of S100A4-myosin IIA peptide binding, primary screen, biochemical, fluorescence polarization, TAMRA-MyoIIA peptide; inhibition, % at 10.7 µM; AID 652163, 2013; actives 0.14% (n = 360,000); Protein S100-A4 (Homo sapiens), P26447;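 active = mean inhibition of at least 70% across replicates, with every replicate also reaching that level; inconclusive = mean inhibition reaches 70% but some replicates fall short; inactive = mean inhibition below 70%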
Target sequence (P26447 whole entry, looked up): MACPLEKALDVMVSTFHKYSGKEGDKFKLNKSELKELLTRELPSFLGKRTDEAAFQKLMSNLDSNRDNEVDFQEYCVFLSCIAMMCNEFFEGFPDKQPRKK
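Material: S100A4 monomer (human). Medium: Calcium-containing HEPES buffer, pH 7.2. Probe or stimulus: labelled myosin peptide probe, 5 nM. Compound dosing: one concentration per compound. Timing: polarization read 5 min after assay mix addition, stable 5–60 min. Benchmarks: DMSO as neutral control, TFP as positive control.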
The depositor's hits bear a star; ? = inconclusive; · = not tested or not shown; & = joins results of further samples.

SMILES	E-sel inducer	ERp5 block	ERAP1 HTS inh	RAD54 branch	XiGFP reactiv	RAD52 anneal inh	esBAF inh	S100A4 inh HTS
COc1ccc(-c2nc(SC(C)C(=O)Nc3ccc(NC(C)=O)cc3)n[nH]2)cc1 (configuration not stated)	0.0	-2	-1	1	-0.1	-9	·	-3
CCOC(=O)CN(c1sc(C)c(C)c1C(=O)OCC)S(=O)(=O)c1ccc(C)cc1	-0.1	-9	-1	0	0.1	-20	-3	-1
OCCNC(=S)NCc1ccccc1	·	1	0	-24	0.0	-3	·	-4
CN(C(=O)C1CCN(S(=O)(=O)c2cccs2)CC1)c1ccccc1	1.3	5	-1	4	0.0	-2	21	-3
C[C@H]1C[C@H]2[C@@H]3CCC4=CC(=O)C=C[C@]4(C)[C@@]3(Cl)[C@@H](O)C[C@]2(C)[C@@]1(O)C(=O)CO	0.0	0	0	3	-0.3	-5	-3	-4&-4
CCOC(=O)N1C(=O)C[C@](Sc2ccc(C)cc2)(C(=O)OC)[C@H]1c1ccccc1	3.8	-1	·	·	0.0	-6	·	6
O=C1NC(=S)N/C1=C\c1cccc([N+](=O)[O-])c1	·	3	5	-1	·	-5	7	-2
C[C@@H]1CN([C@@H](C)CO)S(=O)(=O)c2ccc(-c3cccc(C#N)c3)cc2O[C@@H]1CN(C)C(=O)C1CC1	0.9	-3	-2	4	-1.0	-6	-6	-10
O=[N+]([O-])c1cccc(S(=O)(=O)NCCc2cccs2)c1	-0.1	0	-8	·	-0.1	-4	-5	0
C[C@@H]1CN([C@H](C)CO)C(=O)c2cccc(NC(=O)Nc3ccccc3)c2O[C@H]1CN(C)Cc1ccc(Cl)c(Cl)c1	·	2	4	9	-1.1	-9	2	-2
Cc1cc2ccccn2c1C(=O)c1cccc(F)c1	·	1	1	-19	0.4	-11	-6	0
CO[C@H]1CN(C)C(=O)c2ccc(NC(=O)CC(F)(F)F)cc2OC[C@H](C)NC[C@H]1C	-0.2	-3	0	·	0.3	-61	·	-11
CCn1c(SCC(=O)Nc2cccc(NC(C)=O)c2)nnc1-c1ccco1	·	3	-3	-5	0.0	-7	-4	-1
CCCc1nn2c(=O)cc(CSCC(=O)Nc3ccc(C)cc3)nc2s1	-0.1	3	-1	-2	0.0	-10	7	-5
COc1ccc(NC(=O)N(C)C[C@H]2Oc3c(cccc3N(C)C)C(=O)N([C@H](C)CO)C[C@@H]2C)cc1	·	1	7	0	-0.5	1	1	-1
Cc1csc2ncnc(N3CCN(C(=O)Nc4ccc(OC(F)(F)F)cc4)CC3)c12	·	1	0	·	0.0	-19	·	-2
Cc1ccccc1-c1cc2nc(Oc3cccc(F)c3)n(C)c(=O)c2s1	0.0	-1	1	-4	-0.2	-31	-4	-1
CN(CCO)c1cc(N(C)CCO)c([N+](=O)[O-])cc1[N+](=O)[O-]	·	0	5	·	0.0	-16	·	-1
CCC1(c2ccccc2)NC(=O)N(CC(=O)Nc2cccc(S(=O)(=O)N3CCCCC3)c2)C1=O (configuration not stated)	-0.2	-5	-6	-1	-0.1	-9	8	3
NC(=O)[C@H]1CC2(CC(c3cccc(NC(=O)CC(c4ccccc4)c4ccccc4)c3)=NO2)CN1C(=O)c1ccccc1C(=O)c1ccccc1 (some centres not stated)	0.3	4	·	-1	0.0	-23	1	-1
Cc1[nH]c2ccc(C(=O)N3CCN(C)CC3)cc2c1C	·	2	0	6	0.0	-14	27	-5
COc1ccc(-c2cc(C(F)(F)F)n3ncc(C(=O)N4CCCCC4c4cccnc4)c3n2)cc1 (configuration not stated)	5.1	1	-1	·	0.1	-23	4	-13
OCC1(Cc2cccc(Cl)c2)CCCN(Cc2sc(N3CCCC3)nc2Cl)C1 (configuration not stated)	-0.2	-5	·	0	-0.2	-56	-2	-1
CS(=O)(=O)Nc1ccc(C(=O)Nc2cccc([N+](=O)[O-])c2)cc1	·	-1	2	·	0.2	-3	·	3
N#Cc1ccc(C(=O)NNC(=O)c2cccc(S(=O)(=O)N3CCOCC3)c2)cc1	-1.7	2	0	-2	0.1	-8	-3	1
O=C(Cn1c(/C=C/c2ccccc2)nc2ccccc21)Nc1ccc(F)cc1	6.8	·	·	2	0.0	·	80*	·
C[C@H]1CN([C@@H](C)CO)C(=O)Cc2cc(NC(=O)Nc3ccc4c(c3)OCO4)ccc2O[C@H]1CN(C)Cc1ccc(C(=O)Nc2ccccc2N)cc1	0.3	1	0	·	-1.0	16	·	9
Cc1ccc(S(=O)(=O)NCc2ccco2)cc1C(N)=O	·	13	1	·	0.0	-12	·	-4
C[C@@H]1CN([C@H](C)CO)C(=O)c2cc(NC(=O)C3CCCCC3)ccc2O[C@@H]1CN(C)S(=O)(=O)c1ccc(Cl)cc1	·	-2	1	-3	-0.5	5	-1	7
COc1ccc(C(=O)CN2CCN(c3ccc(Cl)cc3)CC2)cc1OC	0.0	0	-2	9	0.4	-13	9	-10
CCCC(=O)N1CCCC1(C)C(=O)Nc1ccc(OC(F)F)cc1 (configuration not stated)	0.0	-1	3	2	-0.2	1	5	-11
Cc1ccc(S(=O)(=O)NCC2CCCO2)cc1 (configuration not stated)	0.0	-11	2	-1	0.0	-5	-9	0
CC(C)NC(=O)N(C)C[C@H]1Oc2ccc(NS(=O)(=O)c3ccc(Cl)cc3)cc2C(=O)N([C@@H](C)CO)C[C@H]1C	0.1	2	0	10	1.1	4	-3	-7
O=S(=O)(Nc1ccc(-n2cnnn2)cc1)c1cccc(F)c1	-0.1	-1	1	7	0.0	-3	0	-2
CC(C)C(=O)Nc1nc2ccc(S(C)(=O)=O)cc2s1	·	-2	3	·	0.0	-3	·	3
NNC(=O)c1csc(-c2ccc(C(F)(F)F)cc2Cl)n1	·	1	-2	·	0.0	-6	·	-3
COc1cccc(-c2nc(CS(=O)(=O)CC(=O)NC3CCCCC3C)c(C)o2)c1 (configuration not stated)	·	0	1	-4	0.0	-59	-3	0
Cc1ccc(CSC2=NCCN2S(=O)(=O)c2ccc(C)cc2)cc1	·	6	5	-7	0.1	1	3	-1
CNC(=O)CN1C(=O)CSc2nc(C)cc(C)c21	·	1	·	-8	0.0	-10	6	6
CSc1nc(-c2ccc(C)cc2)nc(N)c1C#N	-0.2	2	2	-1	0.1	-6	-5	-5
COc1ccc(C(=O)N2CCCC(CNC(=O)c3ccc(F)cc3)C2)cc1OC (configuration not stated)	0.0	7	-2	-11	0.0	-7	-4	-5
C[C@H]1CN([C@@H](C)CO)C(=O)c2cc(C#CCN(C)C)cnc2O[C@@H]1CN(C)Cc1ccc(-c2ccccc2)cc1	-0.1	1	-1	3	-2.0	-2	-4	-2
C[n+]1cccc2c(Br)ccc([O-])c21	·	4	3	1	-0.1	35	·	-3
O=C(OCC(=O)N1CCCC1=O)c1cc(S(=O)(=O)N2CCOCC2)ccc1F	·	-1	-1	2	1.6	-9	-3	3
O=C(COC(=O)C1CCC1)Nc1cc(S(=O)(=O)N2CCCCC2)ccc1Cl	-0.2	2	-1	-3	0.0	-6	-6	1
CC1(C)Cc2c(cnn2-c2ccc(F)cc2)C(NC(=O)C2=NNC(=O)CC2)C1 (configuration not stated)	·	-11	0	0	0.0	-17	52*	-7
c1ccc(CCC2CCCCN2Cc2cn[nH]c2-c2cc3ccccc3o2)nc1 (configuration not stated)	·	1	-1	10	1.4	-33	-6	-8
CCn1nc(C)cc1C(=O)N1CCCC(Nc2ccc(C(C)C)cc2)C1 (configuration not stated)	-0.2	6	-4	-6	0.1	-7	·	-4
O=c1[nH]ncc(N/N=C\c2ccncc2)c1Cl	·	0	-1	10	0.2	6	·	0
O=C(NCc1ccccc1Cl)C1CC(=O)N(Cc2ccccc2)C1 (configuration not stated)	-1.0	3	-1	·	0.1	-7	·	-1

Next part
SMILES	E-sel inducer	ERp5 block	ERAP1 HTS inh	RAD54 branch	XiGFP reactiv	RAD52 anneal inh	esBAF inh	S100A4 inh HTS
O=C(CSc1nnc2scc(-c3ccc(Cl)cc3)n12)NCc1ccc2c(c1)OCO2	·	-1	3	·	·	-17	-3	-2
Cc1ccc(Cl)cc1NC(=O)OCCN(C)C(=O)Nc1cc(Cl)ccc1C	0.1	4	-1	·	-0.2	-19	·	-6
O=C(O)C[C@@H]1C[C@H]2c3cc(NC(=O)NC4CCCC4)ccc3O[C@H]2[C@H](CO)O1	0.6	0	-2	-2	0.3	-5	-4	-4
CCCc1cc(=O)[nH]c(SCC(=O)Nc2ccc(Br)cc2)n1	·	13	-6	8	0.0	-8	·	0
COc1ccc(CNc2nc3nc(C)c(Cl)c(=O)n3[nH]2)cc1	3.7	0	-4	-7	-0.1	-23	0	-7
CC(C)NC(=O)Nc1cccc2c1O[C@@H](CN(C)C(=O)NC(C)C)[C@@H](C)CN([C@H](C)CO)C2=O	3.0	2	-3	9	0.0	-9	2	17
O=C(Nc1ncc([N+](=O)[O-])s1)C1CC(=O)N(c2ccc(F)cc2)C1 (configuration not stated)	-0.1	4	6	0	0.1	-19	12	-5
CCOC(=O)C1=C(CS(=O)(=O)c2ccc(C)cc2)NC(=O)NC1c1cc(OC)c(O)c(OC)c1 (configuration not stated)	0.0	-3	2	-11	0.0	0	1	-2
CC(=O)N1CCN(c2ccc(NCc3ccc(-c4ccc(Br)cc4)o3)cc2)CC1	-0.2	4	-2	3	0.1	-13	-14	1
Cc1nonc1OCCNc1ccc([N+](=O)[O-])cc1	·	4	4	·	0.3	-6	·	-3
CCCn1c(-c2ccccc2)cc(SC)c(C#N)c1=O	·	-4	-5	·	0.2	-11	-7	1
COc1ccc(S(=O)(=O)N2C[C@H](O)COC[C@H]3O[C@H](CC(=O)NCCN4CCCCC4)CC[C@@H]32)cc1	0.2	-2	0	-4	0.0	4	-3	-5
Cc1c(CCOC(=O)c2cc([N+](=O)[O-])cc([N+](=O)[O-])c2)sc[n+]1CC(=O)c1ccccc1	·	-1	-3	?	0.0	12	-2	1
Cn1ncc(Cl)c1C(=O)NCc1ccc(Cl)cc1	·	-4	-1	·	0.0	-7	·	3
Cc1ccc([C@@H]2CC(=O)[C@@H]3CN(S(=O)(=O)c4ccc(C)cc4)[C@H](c4ccccc4F)C[C@@H]3N2S(=O)(=O)c2ccc(Cl)cc2)cc1	0.9	-2	-1	3	0.0	-11	8	-5

An excerpt of these results, as labelled records.
Cc1c(CCOC(=O)c2cc([N+](=O)[O-])cc([N+](=O)[O-])c2)sc[n+]1CC(=O)c1ccccc1
  E-sel inducer = ·; ERp5 block = -1; ERAP1 HTS inh = -3; RAD54 branch = ?; XiGFP reactiv = 0.0; RAD52 anneal inh = 12; esBAF inh = -2; S100A4 inh HTS = 1
Cn1ncc(Cl)c1C(=O)NCc1ccc(Cl)cc1
  E-sel inducer = ·; ERp5 block = -4; ERAP1 HTS inh = -1; RAD54 branch = ·; XiGFP reactiv = 0.0; RAD52 anneal inh = -7; esBAF inh = ·; S100A4 inh HTS = 3
